Screens from PubChem BioAssay.
RAD54 inh = inhibitors of human RAD54 branch migration, primary screen, biochemical, fluorescence, single point | DNA repair and recombination protein RAD54-like (Homo sapiens), Q92698 | RAD54 Holliday junction branch migration, FAM/BHQ fluorescence | inhibition, % at 10.4 µM | 360,000 tested, 0.14% active | AID 602329, 2012;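 active = mean normalized replicate activity at least 40 and at least half of replicates scoring 40 or more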;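 note: 0% = median of neutral control wells and 100% = median of positive control wells; inhibitors cause a drop in the FAM fluorescence signal; in these data hits start at about 50%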
RAD52 inh = RAD52 DNA annealing inhibitors, primary screen, biochemical, FRET, single point, set 2; DNA repair protein RAD52 homolog (Homo sapiens), P43351; recombinant RAD52 DNA annealing, FRET fluorescence; inhibition, % at 18.7 µM; 360,000 tested, 0.46% active; AID 651710, 2012;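 active = every replicate showing at least 50% inhibition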
Target sequence (P43351 whole entry, looked up): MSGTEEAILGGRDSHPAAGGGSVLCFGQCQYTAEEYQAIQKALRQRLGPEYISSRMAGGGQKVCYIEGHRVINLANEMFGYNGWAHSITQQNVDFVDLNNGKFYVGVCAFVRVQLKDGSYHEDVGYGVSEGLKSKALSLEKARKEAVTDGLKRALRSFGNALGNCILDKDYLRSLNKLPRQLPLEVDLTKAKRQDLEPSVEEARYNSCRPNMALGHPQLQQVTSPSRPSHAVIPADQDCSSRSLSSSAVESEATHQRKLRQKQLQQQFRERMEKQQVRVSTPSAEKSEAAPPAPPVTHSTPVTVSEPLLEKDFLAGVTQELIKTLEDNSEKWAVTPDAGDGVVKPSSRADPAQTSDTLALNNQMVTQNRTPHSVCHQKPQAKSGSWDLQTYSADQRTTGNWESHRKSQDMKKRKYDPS
miR122 inh = miR-122 Renilla sensor signal increase in Huh7, primary screen, miR-122 inhibitor project, cell-based, single point, plate reader | activation (reporter increase), % at 12.5 µM | 340,000 tested, 0.3% active | Huh7 miR-122 Renilla luciferase sensor, 48 h; neutral wells = 0, positive control = 100 | AID 602342, 2012;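 active = mean replicate activation score at least 90 and every replicate individually at or above 90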;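 note: higher luciferase means less miR-122 activity so hits act as miR-122 inhibitors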
Cneo AK release = Cryptococcus neoformans cell lysis inducers, primary screen, AK release luminescence, single concentration | C. neoformans lysis, adenylate kinase release luminescence, 4 h; normalised: neutral wells 0, clomiphene wells 100 | lysis activity, % at 15 µM | 360,000 tested, 0.2% active | AID 651654, 2012;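 active = mean lysis activity across replicates of at least 80%, whatever share of replicates individually reach that level; inactive = mean lysis activity below 80%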
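Assay system: C. neoformans cells. Amount: yeast cell density of 5 × 10^6 cells/mL. Technique: AK luminescence. Buffer or medium: YPD. Times: static 4 h at 37 °C with compound, 1 h detection. Dosing: single-point compound dose. Read-out: lysis from increased AK signal.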
PGC1a acetyl inh = inhibitors of PGC1a acetylation signal, primary screen, cell-based, U2OS, AlphaScreen, inhibitor mode; AlphaScreen anti-acetyl-lysine; with virally co-expressed GCN5 acetyltransferase; 350,000 tested, 0.17% active; inhibition, % at 15.6 µM; AID 651687, 2012;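 active = every replicate shows inhibition of at least 40%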;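 note: 0% = neutral control wells and 100% = positive control wells; some results beyond the cut were filed as inactive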
PglD DTNB = C. jejuni PglD acetyltransferase inhibitors, primary screen, biochemical, DTNB colorimetric, single point; UDP-N-acetylbacillosamine N-acetyltransferase PglD (Campylobacter jejuni); 360,000 tested, 0.098% active; purified PglD enzyme, DTNB colorimetric CoA detection; AID 602405, 2012; inhibition, % at 12.5 µM; in the data active = inhibition above about 16%, passing the limit was not always enough; note: strong numbers were not always called active
ERAP1 inh = human ERAP1 aminopeptidase inhibitors, primary screen, biochemical, single point, plate reader; Endoplasmic reticulum aminopeptidase 1 (Homo sapiens), Q9NZ08; recombinant ERAP1, Leu-AMC fluorescence, 60 min; inhibition, % at 10.7 µM; 340,000 tested, 0.15% active; AID 652197, 2013;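 active = mean replicate inhibition of at least 30%, or all replicates individually reaching that 30% level; inactive = mean below 30% and not every replicate reaching it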;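 note: 0% = neutral control wells and 100% = L-leucinethiol positive control wells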
E-selectin induc = E-selectin induction in HUVECs, primary screen, imaging, HUVEC, immunofluorescence imaging, single point; P16581; normalized: neutral wells 0, TNF-alpha wells 100; activation, % at 7.58 µM; 260,000 tested, 0.37% active; AID 686992, 2013;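 active = mean E-selectin-positive cell signal at least 10% of the positive control, reached in at least 60% of replicates, without over 20% cell loss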;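 note: in these data hits start at about 27%; measured in HUVEC primary endothelial cells; signal is the percent of cells scored E-selectin positive by PE staining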
Target sequence (P16581 whole entry, looked up): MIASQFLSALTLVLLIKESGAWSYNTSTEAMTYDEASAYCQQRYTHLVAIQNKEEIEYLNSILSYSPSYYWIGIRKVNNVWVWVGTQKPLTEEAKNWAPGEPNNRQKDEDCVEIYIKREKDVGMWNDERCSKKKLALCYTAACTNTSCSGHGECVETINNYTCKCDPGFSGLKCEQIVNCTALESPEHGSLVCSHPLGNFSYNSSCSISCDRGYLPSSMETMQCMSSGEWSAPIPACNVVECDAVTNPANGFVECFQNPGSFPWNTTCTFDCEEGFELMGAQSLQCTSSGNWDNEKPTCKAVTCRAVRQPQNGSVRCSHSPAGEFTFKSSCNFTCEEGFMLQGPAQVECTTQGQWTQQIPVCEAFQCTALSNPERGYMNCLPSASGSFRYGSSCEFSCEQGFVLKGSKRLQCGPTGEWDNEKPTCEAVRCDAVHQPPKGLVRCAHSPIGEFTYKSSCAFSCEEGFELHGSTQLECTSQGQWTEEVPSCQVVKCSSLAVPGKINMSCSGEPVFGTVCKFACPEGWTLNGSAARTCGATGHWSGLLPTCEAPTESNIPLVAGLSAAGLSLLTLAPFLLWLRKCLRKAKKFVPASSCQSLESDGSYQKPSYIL
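assay system = HUVEC, human umbilical vein endothelial cells | input = 3,000 HUVEC seeded per well | medium = EGM-2 growth medium on 0.1% gelatin-coated wells | dosing = one compound dose added by pin transfer | signal = immunofluorescence imaging | read-out basis = % PE-positive cells | control set = TNF-alpha, DMSO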
The depositor's hits bear a star; · = no result given; & = joins results of further samples; [ ] = remark or other dose.

Structure	ERAP1 inh	PglD DTNB	PGC1a acetyl inh	Cneo AK release	RAD54 inh	RAD52 inh	E-selectin induc	miR122 inh
Cc1cc(C)nc(SCC(=O)c2c(N)n(C)c(=O)n(C)c2=O)n1	·	-0.1	14.8	0.2	-16.7	·	·	-0.3
COc1ccc(/C(O)=C/C(=O)C(=O)Nc2c(C)n(C)n(-c3ccccc3)c2=O)cc1	·	-5.0	3.3	-3.2	-7.5	·	·	3.2
Cc1cccc(N2CCN(S(=O)(=O)c3ccc4c(c3)CC(=O)N4C)CC2)c1C	4.7	-2.6	6.4	0.2	2.9	-5.0	·	1.4
COc1cc(OC)cc(-c2c(C#Cc3ccsc3)c3cc(Br)ccc3n2C)c1	0.3	-0.6	·	1.7	1.8	-4.1	0.1	·
CN(CC(=O)Nc1ccccc1Br)C(=O)c1cc([N+](=O)[O-])ccc1N1CCOCC1	12.0	5.9	·	0.9	-5.5	3.7	-2.2	·
O=C(Cc1cccc(NC(=O)C2CCN(C(=O)C3CCCC3)CC2)c1)Nc1cccc(C(=O)N2CCCCC2)c1	·	2.4	0.1	-1.5	-4.5	1.1	-1.8	-4.1
COc1ccc2c3c([nH]c2c1)[C@@H](CO)N(C)CC31CCN(S(=O)(=O)c2ccc(C)cc2)CC1	0.4	·	5.5	·	·	4.6	-0.3	·
Cc1ccc(S(=O)(=O)N(C)C[C@@H]2OCCCC[C@H](C)Oc3ccc(NC(=O)Nc4ccccc4)cc3C(=O)N([C@@H](C)CO)C[C@H]2C)cc1	1.5	-2.4	-7.8	3.1	-12.9	-50.4	·	-4.5[16.7 µM]
C[C@@H]1CN([C@@H](C)CO)S(=O)(=O)c2ccc(-c3ccncc3)cc2O[C@H]1CN(C)C(=O)Nc1ccc(C(F)(F)F)cc1	-0.2	-1.9	3.7	-1.1	-6.9	-0.9	0.8	4.3[16.7 µM]
CCCC(=O)c1ccc(OCc2cn(CC(=O)c3ccc(O)cc3)nn2)cc1	1.9	7.2	-1.8	0.1	-0.8	-4.6	0.0	6.6
O=C(CCc1c[nH]c2ccccc12)NC(Cc1c[nH]c2ccccc12)C(=O)O (configuration not stated)	2.4	-3.4	2.0	1.6	-10.3	5.1	-0.1	10.9
Nc1cc(Cl)ccc1C(=O)OCC(=O)NC1CCS(=O)(=O)C1 (configuration not stated)	·	5.1	10.3	3.3	-7.7	·	·	-5.6
Cc1ccc(SCc2c(C(=O)N/N=C/c3cccnc3)nnn2-c2nonc2N)cc1	-4.4	0.3	5.4	1.0	-7.7	-0.8	·	6.3
C[C@H](CO)N1C[C@H](C)[C@H](CN(C)C)Oc2c(NS(=O)(=O)c3cccs3)cccc2C1=O	0.5	1.4	12.1	6.6	5.8	5.8	0.3	15.3[16.7 µM]
CCOc1cc(N2CCOCC2)c(OCC)cc1NC(=O)c1ccc(S(=O)(=O)N2CC(C)OC(C)C2)cc1 (configuration not stated)	0.2	3.1	·	-5.7	1.1	-19.4	131.4*	·
CN(C)c1ccnc(Oc2ccc(C(C)(C)C)cc2)c1C#N	·	-0.9	-2.9	-2.4	2.3	·	·	1.0
CCCC#Cc1ccc([C@@H]2[C@@H](CO)N(C(=O)C3CCOCC3)[C@H]2C#N)cc1	-0.7	4.1	-14.8	49.5	-20.5	-61.8	0.1	·
CC(C)NC(=O)C1CCN(C2CCN(C(=O)Cc3ccc4c(c3)OCO4)CC2)CC1	7.1	-4.6	8.0	2.0	1.2	-13.4	·	-5.5
O=C(C[C@H]1CC[C@@H]2[C@H](COC[C@@H](O)CN2Cc2ccc3c(c2)OCO3)O1)N1CCOCC1	-0.9	-2.2	2.8	2.1	3.0	8.1	1.2	-2.8[16.7 µM]
C[C@@H]1CN([C@H](C)CO)C(=O)c2cc(NS(=O)(=O)c3cccs3)ccc2O[C@@H]1CN(C)CC1CC1	-0.4	2.4	-2.4	5.4	1.5	7.1	0.0	-2.5[16.7 µM]
Cn1nc(-c2ccccc2)cc1NC(=O)c1ccc(Cl)cc1	-1.6	-2.1	-5.7	0.1	-1.9	-3.8	0.2	0.0
COc1ccc2nc(NC(=O)C34CC5CC(CC(NC(C)=O)(C5)C3)C4)sc2c1	0.2	0.7	-1.5	2.2	5.8	-5.8	1.6	-1.6
COc1ccc(NC(=O)Nc2ccc3c(c2)[C@H]2C[C@H](CC(=O)NCCc4ccccc4)O[C@H](CO)[C@H]2O3)cc1	0.0	-0.2	-1.7	32.2	-21.5	8.1	0.7	12.8[16.7 µM]
COc1ccc(CNC(=O)C[C@H]2CC[C@H](NS(=O)(=O)c3cccc(OC)c3)[C@H](CO)O2)cc1	0.7	9.1	-11.4	2.6	-5.5	-1.4	-0.4	·
CN1CCN(C(=O)C[C@@H]2CC[C@H]3[C@H](COc4ccc(NC(=O)c5cccs5)cc4C(=O)N3C)O2)CC1	0.2	-3.2	1.5	-1.4	-15.0	13.7	-0.1	-0.5[16.7 µM]
CC(C)(C)NC(=O)CSc1nncn1NCc1ccccc1	·	3.3	9.0	1.2	7.3	·	·	2.5
CCOc1ccc(S(=O)(=O)Nc2cccc(C(=O)N(C)CC(=O)Nc3cccc(OC)c3)c2)cc1	-3.3	-5.9	-7.0	0.8	-3.0	1.9	3.1	59.3
Cc1ccccc1C(=O)Nc1cccc(-c2ccc(N3CCOCC3)nn2)c1	-2.6	1.3	1.3	-0.2	-4.8	-7.6	-0.2	1.0
CC(C)NC(=O)Nc1ccc2c(c1)CC(=O)N([C@@H](C)CO)C[C@H](C)[C@H](CN(C)C(=O)Nc1ccc(F)cc1)O2	0.8	2.6	0.1	8.7	-0.3	-0.9	0.0	-9.4[16.7 µM]
C[C@@H]1CN([C@@H](C)CO)C(=O)CCCn2nncc2CO[C@H]1CN(C)Cc1ccc(C(F)(F)F)cc1	1.7&0.2&1.0	-1.8&0.3&1.3	-5.7&3.7	0.3&-1.8&1.8	3.0&1.2&-9.0	-2.9&16.3&-20.1	0.0&-0.2	1.8

Given field by field: part of the list above
> CC(C)NC(=O)Nc1ccc2c(c1)CC(=O)N([C@@H](C)CO)C[C@H](C)[C@H](CN(C)C(=O)Nc1ccc(F)cc1)O2
  ERAP1 inh: 0.8
  PglD DTNB: 2.6
  PGC1a acetyl inh: 0.1
  Cneo AK release: 8.7
  RAD54 inh: -0.3
  RAD52 inh: -0.9
  E-selectin induc: 0.0
  miR122 inh: -9.4[16.7 µM]
> C[C@@H]1CN([C@@H](C)CO)C(=O)CCCn2nncc2CO[C@H]1CN(C)Cc1ccc(C(F)(F)F)cc1
  ERAP1 inh: 1.7&0.2&1.0
  PglD DTNB: -1.8&0.3&1.3
  PGC1a acetyl inh: -5.7&3.7
  Cneo AK release: 0.3&-1.8&1.8
  RAD54 inh: 3.0&1.2&-9.0
  RAD52 inh: -2.9&16.3&-20.1
  E-selectin induc: 0.0&-0.2
  miR122 inh: 1.8

(more compounds)
Structure	ERAP1 inh	PglD DTNB	PGC1a acetyl inh	Cneo AK release	RAD54 inh	RAD52 inh	E-selectin induc	miR122 inh
CCOC(=O)c1cccnc1SCC(=O)N(CC)c1cccc(C)c1	·	3.8	0.7	-0.2	5.3	·	·	8.2
O=C(NC1CCCCCC1)C(=O)NC1CC1	0.5	-0.1	-22.3	2.7	-4.0	11.8	·	-5.2
COc1cc(CCCN2C(=S)NC[C@@H]2CCCCN)cc(OC)c1OC	-3.2	3.7	·	0.0	-4.0	2.5	-0.1	·
CC(C)(C)[Si](C)(C)OC[C@@H]1[C@H]2c3ccccc3O[C@]1(C)NC(=S)N2C(=O)c1ccccc1	-1.8	·	-8.6	-0.4	·	0.6	·	·
CC(=O)N1CC[C@@H]2[C@H](CO)Nc3ccc(C#Cc4cccnc4)cc3[C@@H]21	3.3	-0.4	-2.2	7.9	6.6	-11.2	0.3	4.6[16.7 µM]
COc1ccc(C(O)c2nc(-c3ccc4ccccc4c3)cs2)cc1 (configuration not stated)	-2.4	-2.5	-3.6	0.9	-3.4	-32.0	-0.1	-4.3
O=C(O)C[C@@H]1C[C@H]2c3cc(NC(=O)NC4CCCCC4)ccc3O[C@H]2[C@H](CO)O1	-0.6	1.3	3.8	6.4	15.3	-12.3	-0.3	-4.7[16.7 µM]
COc1ccc(S(=O)(=O)Nc2cccc3c2O[C@H](CN(C)Cc2ccc4c(c2)OCO4)[C@@H](C)CN([C@H](C)CO)C3=O)cc1	-1.7	-1.6	-3.3	3.2	0.9	-12.3	·	50.4[16.7 µM]
Cc1cc(NC(=O)CSc2nc(-c3ccc(F)cc3)cs2)no1	·	1.2	-9.2	-0.8	-4.1	·	·	-7.1
Cc1cccc(CN2CCN(C3CN(CCc4ccccc4)S(=O)(=O)C3)CC2)c1 (configuration not stated)	-0.8	8.5	3.1	1.9	-4.1	19.1	-1.4	4.2
O=C(CN1C(=O)c2ccccc2C1=O)NCC1CCCO1 (configuration not stated)	·	-5.7	-8.5	-1.4	-0.3	·	·	-5.8
Cc1c(Cl)cccc1N=C1NC(=O)CS1	-2.2	-1.2	4.8	0.9	-1.2	7.3	0.0	-0.9
Cc1nc2ccc(NC(=O)c3cccs3)cc2s1	-4.2	-6.7	·	-5.9	-1.4	-14.3	-0.4	-6.1
Cc1noc(C)c1NC(=O)N(C)C[C@@H]1OCCCC[C@@H](C)Oc2ccc(NS(=O)(=O)c3cccs3)cc2C(=O)N([C@H](C)CO)C[C@@H]1C	-0.6	-1.4	-1.3	-0.1	-4.8	-10.4	-0.2	9.7[16.7 µM]
COc1ccc(S(=O)(=O)N(C)C[C@H]2Oc3ccc(NC(=O)CCC(F)(F)F)cc3CC(=O)N([C@@H](C)CO)C[C@H]2C)cc1	-2.3	0.2	2.6	-1.7	7.4	8.3	-1.0	-8.2[16.7 µM]
O=S(=O)(c1ccc(SCCO)nc1)N1CCOCC1	0.9	1.8	-8.6	-1.7	-3.1	1.8	0.4	·
CCOc1ccc(NCC2CCOC(C)(C)C2)cc1 (configuration not stated)	·	-4.9	7.0	-1.0	1.9	·	·	-1.3
